Source: PubChem BioAssay
Nrf2 inh – blocks Nrf2 signaling; A549 ARE-Fluc reporter, luciferase luminescence, 18-24 h; Potency, µM (titrated, usually from 46 µM), for inactives: at the top dose activity change, negative = inhibition, usual class: inhibitors; actives 2.1% (n = 360,000); AID 504444; note: % is set by controls: 0 for no effect and ±100 for the full control effect; nearly all actives have a fitted effect of over 60% in size
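Reporter: ARE-Fluc in A549. Exposure: 18-24 h, 37 °C, 5% CO2, 5% FBS OPTI-MEM. Readouts: fluorescent cytotoxicity (CellTiter-Fluor), then luminescent Nrf2 signal after BugLite.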
ATXN viability – reduces viability in counter-screen for ATXN expression inhibitors; S2 cells (HEK-293 line with an ATXN2-luciferase reporter) viability, CellTiter-Fluor protease fluorescence, 24 h; Potency, µM (doses to about 56.7 µM), usual class: cytotoxic; AID 651635; actives 0.49% (n = 400,000); note: nearly all actives have a fitted effect of over 40% in size
MCF10A rerep – induces DNA re-replication in MCF 10a normal breast cells; actives 2.9% (n = 350,000); AID 624296; Potency, µM (series often up to 46.1 µM), for the others: at the highest dose activity, positive = re-replication, most hits filed as activators; MCF 10A DNA re-replication, Hoechst nuclear intensity, 48 h; note: % of control where 0% means no effect; nearly all actives have a fitted effect of over 50% in size
HepG2 viability – counter-screen for TGF-b inhibitors: cytotoxicity in HepG2 cells; HepG2 CAGA-GFP viability, ATP luminescence, 18 h; Potency, µM (series often up to 46.1 µM), for the others: top-dose activity change, negative = cytotoxicity, hits mostly cytotoxic; actives 0.76% (n = 410,000); AID 588856; note: some results filed as inactive show a strong effect at the top dose
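HepG2 CAGA-GFP cells (1000/well, DMEM with 1% FBS) received compound, then TGF-beta at 500 pg/mL final, and were incubated 18 hours at 37 degrees C. Viability was read by CellTiter-Glo luminescence. Media-only wells were set as complete cell-killing and DMSO as no toxicity.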
Nrf2 ARE act – activates Nrf2 signaling. Potency, µM (doses to about 46.1 µM), without a hit: at the top dose activation, most hits filed as activators. actives 0.31% (n = 410,000). AREc32 ARE-luciferase reporter (MCF7-derived line), luminescence, 24 h; note: % of control where 0% means no effect; nearly all actives have a fitted effect of over 65% in size
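For detection, Steady-Glo was added and plates sat 30 min at RT; before that, AREc32_Fluc cells grown overnight in OPTI-MEM/5% FBS had been treated with 23 nL compound for 24 hr at 37 deg C.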
EPAC2 antagonist – blocks human EPAC2 exchange factor; Q8WZA2; EPAC2 GEF exchange of Rap1B-BODIPY-GDP, fluorescence; Potency, µM (series often up to 114 µM), without a hit: at the top dose activity, negative = inhibition, most hits filed as inhibitors; actives 0.18% (n = 360,000); note: % is set by controls: 0 for no effect and ±100 for the full control effect; nearly all actives have a fitted effect of over 45% in size; many of its hits are not listed in these tables
Target sequence (Q8WZA2 whole entry, looked up): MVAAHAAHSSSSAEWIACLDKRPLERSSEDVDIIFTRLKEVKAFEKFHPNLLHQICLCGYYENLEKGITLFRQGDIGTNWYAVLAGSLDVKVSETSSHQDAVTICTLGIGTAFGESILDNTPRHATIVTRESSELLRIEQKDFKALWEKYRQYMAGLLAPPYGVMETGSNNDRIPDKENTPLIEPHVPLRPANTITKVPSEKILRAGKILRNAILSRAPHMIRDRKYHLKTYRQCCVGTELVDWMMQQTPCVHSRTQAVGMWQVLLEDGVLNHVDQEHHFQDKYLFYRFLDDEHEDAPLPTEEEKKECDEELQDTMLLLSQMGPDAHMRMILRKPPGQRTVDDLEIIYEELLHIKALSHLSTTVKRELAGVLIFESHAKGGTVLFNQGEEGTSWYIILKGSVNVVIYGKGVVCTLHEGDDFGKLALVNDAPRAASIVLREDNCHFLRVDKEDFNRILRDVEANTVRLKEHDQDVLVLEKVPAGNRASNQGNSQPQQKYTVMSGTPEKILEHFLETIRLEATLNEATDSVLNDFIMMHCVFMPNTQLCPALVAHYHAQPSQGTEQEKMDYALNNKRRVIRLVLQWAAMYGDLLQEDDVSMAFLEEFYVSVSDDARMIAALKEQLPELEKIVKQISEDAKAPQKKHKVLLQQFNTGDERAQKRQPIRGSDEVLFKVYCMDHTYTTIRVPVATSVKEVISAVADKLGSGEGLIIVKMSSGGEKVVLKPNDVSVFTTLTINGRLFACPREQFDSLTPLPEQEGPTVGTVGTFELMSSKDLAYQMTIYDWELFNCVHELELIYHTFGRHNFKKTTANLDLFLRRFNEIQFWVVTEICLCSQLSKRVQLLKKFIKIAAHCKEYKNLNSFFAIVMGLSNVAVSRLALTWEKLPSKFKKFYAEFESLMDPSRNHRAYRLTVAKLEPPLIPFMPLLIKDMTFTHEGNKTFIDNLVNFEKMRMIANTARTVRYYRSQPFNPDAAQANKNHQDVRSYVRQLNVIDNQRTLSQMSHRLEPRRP
TGFb inhibitor – inhibitors of TGF-b signaling. HepG2 CAGA-GFP TGF-b/SMAD3 reporter, GFP fluorescence, 18 h; TGF-beta stimulated, 500 pg/mL final. Potency, µM (highest dose often 46.1 µM), for inactives: at the top dose activity, negative = inhibition, hits mostly inhibitors. actives 1.2% (n = 410,000); note: % is set by controls: 0 for no effect and ±100 for the full control effect; nearly all actives have a fitted effect of over 65% in size
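Inhibition was scored as loss of TGF-beta-induced (500 pg/mL final, 18 hours, 37 degrees C) GFP in HEPG2 cells carrying a CAGA-GFP reporter, in DMEM with 1% FBS. Well GFP was summed per cell; Activity was normalised to unstimulated and stimulated DMSO wells, then concentration-response fitting.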
ATXN2 expr inh – ATXN2 expression inhibition | HEK-293 ATXN2-luciferase reporter, luminescence, 24 h | actives 0.72% (n = 360,000) | AID 1745845 | Potency, µM (top dose mostly 57 µM), for the others: at the highest dose activity change, negative = inhibition, most hits filed as inhibitors; note: % is set by controls: 0 for no effect and ±100 for the full control effect; nearly all actives have a fitted effect of over 55% in size
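ATXN2-luciferase reporter cells (luciferase flanked by upstream and downstream ATXN2 gene portions) were treated 24 h at 37 °C with compounds at up to 57 uM. SteadyGlo luminescence gave expression; GF-AFC fluorescence gave viability.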
A549 viability – kills or reduces viability of A549 cells in Nrf2 counter-screen; Potency, µM (highest dose often 46 µM), without a hit: at the highest dose activity change, negative = cytotoxicity, hits mostly inhibitors; A549 ARE-Fluc cells, CellTiter-Fluor viability, 18-24 h; actives 0.16% (n = 390,000); note: % is set by controls: 0 for no effect and ±100 for the full control effect
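Cytotoxicity counterscreen: CellTiter-Fluor fluorescence was measured in A549 ARE_Fluc cells after 18-24 h of compound exposure in a concentration series. The subsequent BugLite luminescent read reports ARE-luciferase activity.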
An asterisk follows results filed as active; i = inactive; ? = inconclusive; nt = no result given; [ ] = another dose, or the depositor's remark. Calls come from the whole dose curve; as a rule, active = well fitted curve in the direction sought with a large enough effect; inconclusive = small, poorly fitted or top-dose-only effect, or another doubt; inactive = no such curve, though single readings can be large; an effect the other way counts as inactive or inconclusive. Potency is the fitted concentration of half-maximal effect.

SMILES | Nrf2 inh | ATXN viability | MCF10A rerep | HepG2 viability | Nrf2 ARE act | EPAC2 antagonist | TGFb inhibitor | ATXN2 expr inh | A549 viability
COCCN1C(=O)c2cc(C(=O)Nc3ccc(OC)c(OC)c3)ccc2C1Nc1ccc(OC)c(OC)c1 (configuration not stated) | -7% | i | 9% | 2% | 1.9% | -6% | 1% | 4% | -2%
COc1ccc(-c2ccc(/C=C(\NC(=O)c3ccccc3)C(=O)N3CCOCC3)o2)cc1 | -28% | ? | ? | -13% | 0.4% | -3% | -12% | ? | -4%
COc1ccc(-c2cc(C(=O)OCC(=O)NC3CC3)c3ccccc3n2)cc1OC | 0% | i | ? | -6% | 2.8% | 5% | -2% | 1% | 0%
CC(NC(=O)c1ccccc1)C(=O)OCC(=O)Nc1cccc(S(=O)(=O)N2CCCC2)c1 (configuration not stated) | -5% | i | -6% | -29% | -0.1% | 2% | 2% | 0% | 1%
Clc1ccc(Oc2nc3ccccc3n3cccc23)cc1 | ? | i | ? | -22% | 2.6% | 8% | 9% | 3% | -2%
Cc1c(NC(=O)CSc2nc(N)cc(N)n2)c(=O)n(-c2ccccc2)n1C | -3% | i | -4% | -20% | -0.6% | 9% | -21% | 9% | -2%
O=C(NC1CCCN(Cc2ccc(Cl)cc2)C1)c1ccccc1-c1ncc[nH]1 (configuration not stated) | -1% | i | ? | -32% | -0.5% | -4% | 7% | -5% | -6%
CCn1c(NC(C)=O)nc2ccccc21 | 6% | i | -5% | -6% | -0.9% | 2% | ? | 6% | 2%
O=C(NCc1ccc(Cl)cc1)c1cnc2sc(N3CCCC3)nn2c1=O | 25% | nt | nt | -7% | 0.9% | nt | -16% | nt | -1%
CCCN(C(=O)CSc1ncnc2sccc12)c1c(N)n(Cc2ccccc2)c(=O)[nH]c1=O | 9% | ? | 14% | 0% | -0.7% | -4% | 0% | 1% | -3%
COc1ccc(CNC(=O)CCc2c(C)nn(-c3ccc(N4CCCC4)nn3)c2C)cc1 | 12% | nt | nt | -6% | 0.2% | nt | -14% | nt | 0%
Cc1ccc(NC(=O)CNNC(=O)c2cccc([N+](=O)[O-])c2)cc1[N+](=O)[O-] | -4% | i | 5% | -5% | 3.5% | 2% | -3% | -21% | -7%
Nc1nc(CN2CCN(c3ccccn3)CC2)nc(Nc2ccc(Cl)cc2)n1 | -20% | i | 18% | -38% | -0.1% | -9% | -19% | -19% | 6%
CSC1=C(C#N)C(c2ccccc2)C(C(C)=O)=C(C)N1 (configuration not stated) | 0% | i | 2% | -7% | 0.1% | 14% | ? | nt | 0%
O=C(CSc1ccc2ccccc2n1)c1ccccc1 | ? | i | -19% | -1% | 14% | -19% | 15% | 70%[activator] | 3%
Nc1c(S(=O)(=O)c2ccccc2)c2nc3ccccc3nc2n1/N=C/c1cccc(O)c1 | nt | nt | 0.92µM* | -68% | -1.2% | 2% | ? | ? | -8%
CCOC(=O)c1ccc(CN(Cc2ccc(C)cc2)S(=O)(=O)c2ccc(NC(C)=O)cc2)cc1 | nt | nt | nt | -18% | -0.4% | nt | ? | nt | -2%
COc1ccccc1C(=O)Nn1cnnc1 | 4% | i | -3% | -28% | 0.3% | 5% | -6% | 2% | -4%
COc1ccccc1-c1cccc([C@@H]2C[C@H]3[C@H](CON3C)CN2C(C)=O)c1 | -10% | i | -3% | -11% | -1.0% | -5% | 1% | -4% | 8%
CCN1CCCC1CNCc1ccc(OCc2ccc(Cl)nc2)c(OC)c1 (configuration not stated) | ? | i | 5.8µM* | 0% | 1.8% | -6% | 2% | -4% | 4%
Cn1c(N)c(C(=O)CN2CCc3ccccc3C2)c(=O)n(C)c1=O | -16% | nt | -15% | 2% | 0.6% | 2% | -4% | -3% | -3%
O=S(=O)(c1ccccc1)c1nnn2c1nc(NCc1ccc(F)cc1)c1sccc12 | 3% | i | nt | -2% | 0.3% | nt | 4% | 12% | 0%
O=C(CSCc1c(Cl)cccc1Cl)NCc1ccccn1 | -3% | ? | -4% | 1% | 0.8% | 9% | 3% | -10% | 6%
Cc1ccc(-c2nnc(N3CCN(C(=O)CSc4ncn[nH]4)CC3)c3ccccc23)cc1 | ? | i | 7% | -38% | 0.5% | 1% | -2% | -10% | 6%
COc1ccc(CCNC(=O)Cn2c(-c3cccs3)cc3cc(F)ccc32)cc1OC | 5% | ? | nt | -15% | 9.5% | nt | -13% | -2% | -5%
COc1ccc(/C=C(\C#N)C(=O)OCC(=O)NC(C)c2ccccc2)cc1 (configuration not stated) | 2% | i | 1% | -52% | 0.3% | 1% | 21% | nt | -2%
Cc1ccc(C=Nc2ccccc2C(=O)Nc2ccccc2)cc1 | 9% | i | ? | -14% | 0.2% | -5% | -23% | 5% | -6%
COc1ccc2c(c1)[nH]c1c(=O)n(CCN3CCOCC3)cnc12 | 3% | i | 8% | 22% | 0.2% | 23% | 4% | 34% | 3%
N#C/C(=C(/O)c1ccco1)c1nc2ccccc2[nH]1 | ? | i | -22% | 1% | 6.3µM* | -3% | -18% | -2% | 10%
Cc1cc(NC(=O)Cn2nnc(-c3ccccc3N)n2)no1 | 8% | i | 1% | -24% | 0.2% | -5% | ? | 4% | 7%

Single records, from the list above. Values in the order: Nrf2 inh	ATXN viability	MCF10A rerep	HepG2 viability	Nrf2 ARE act	EPAC2 antagonist	TGFb inhibitor	ATXN2 expr inh	A549 viability
COc1ccc2c(c1)[nH]c1c(=O)n(CCN3CCOCC3)cnc12 as listed: 3%	i	8%	22%	0.2%	23%	4%	34%	3%
Cc1ccc(-c2nnc(N3CCN(C(=O)CSc4ncn[nH]4)CC3)c3ccccc23)cc1 as listed: ?	i	7%	-38%	0.5%	1%	-2%	-10%	6%

(next part)
SMILES | Nrf2 inh | ATXN viability | MCF10A rerep | HepG2 viability | Nrf2 ARE act | EPAC2 antagonist | TGFb inhibitor | ATXN2 expr inh | A549 viability
Cn1c(C(=O)NCc2ccccn2)cc2c(=O)n3ccccc3nc21 | ? | nt | ? | 0% | 2.0% | 7% | 5% | 19% | 14%
Cc1cccc(C)c1OCc1cc(C(=O)N(C)Cc2nc3ccccc3[nH]2)no1 | ? | i | 1% | 2% | 0.1% | -1% | -17% | 4% | 1%
C=CCn1c(-c2csc(-c3ccccc3)n2)n[nH]c1=S | -1% | i | 8% | -4% | 0.0% | 4% | -13% | 0% | 0%
CCN(C(=O)/C=C/c1cc(OC)c(OC)c(OC)c1)C1CCCCC1 | 1% | i | 9% | -20% | 3.2% | -11% | ? | 3% | 5%
COc1ccccc1NC(=O)CS(=O)(=O)c1cccc2nsnc12 | ? | i | 2% | -6% | -0.3% | 3% | -48% | 2% | -2%
Cc1noc(COc2ccccc2OCC(N)=O)n1 | 1% | i | -8% | -1% | 0.7% | -1% | -22% | -15% | 0%
Cc1cc(C)n2nc(C(=O)NCc3cccc(C(F)(F)F)c3)nc2n1 | -23% | i | -3% | 4% | -0.2% | 9% | 13% | 6% | 2%
O=C(/C=C/c1ccc(Cl)cc1)Nc1ccccc1N1CCOCC1 | 0% | i | 0% | -20% | -0.4% | 6% | -12% | -2% | ?
COC(=O)c1sccc1NC(=O)CNC(=O)c1ccccc1 | -2% | i | 3% | 9% | 0.5% | 3% | -5% | -3% | -7%
CCN1CCN(C(=O)c2cnn(-c3ccc(F)cc3)c2-n2cccc2)CC1 | ? | i | nt | 3% | -0.6% | nt | 6% | 5% | 7%
Cc1ccc(/C=C/c2nc3ccccc3c(=O)[nH]2)cc1 | ? | i | ? | -6% | -1.0% | 2% | -7% | nt | 16%
O=C(Nc1c(C(=O)N2CCOCC2)cnn1-c1ccccc1)c1cccc(F)c1 | 13% | i | 3% | 7% | -1.0% | 6% | 2% | 4% | -5%
O=C(NCc1ccccn1)c1ccc(-c2ccccc2)cc1 | ? | i | 0% | -11% | 3.5% | -5% | 4% | 67%[activator] | 0%
COc1cccc(C(=O)NC2=NCCS2)c1OC | ? | i | 3% | -11% | -0.4% | -6% | 0% | 40%[activator] | -1%
Nc1ncnc2c1ncn2[C@@H]1O[C@H](C(=O)N2CCC(F)(F)CC2)[C@@H](O)[C@H]1O | nt | i | nt | -4% | -0.2% | 5% | 0% | 2% | nt
N=C1C(c2nc(-c3ccc(Cl)cc3)cs2)=C(O)CN1NC(=O)c1ccc(O)cc1 | 1% | ? | 0% | 0% | 0.9% | -1% | 0% | nt | -10%
O=C(CCc1nc2ccccc2c(=O)[nH]1)Nc1nnc(SCc2ccccc2)s1 | 0% | i | 11% | 52% | -0.6% | 8% | 14% | -18% | 2%
Cc1cc(NC(=O)c2cc3ccccc3o2)cc(C)c1OCC(=O)N1CCOCC1 | 9% | i | -5% | 1% | 0.5% | -1% | 3% | 17% | 0%
Cc1ccc(-c2nn(CCC(=O)Nc3ccc(OC(F)(F)F)cc3)c(=O)c3ccccc23)cc1 | 3% | i | nt | 1% | -1.1% | nt | 3% | -16% | 1%
CCCc1cc(=O)[nH]c2nnc(SCC(=O)Nc3nnc(SCC)s3)n12 | -1% | i | 1% | -18% | -0.7% | -11% | 7% | 3% | 2%
CCOc1ccc(-n2c(=O)c3c(C)c(C)sc3n(Cc3cc(=O)n4cc(Cl)ccc4n3)c2=O)cc1 | 4% | i | nt | 2% | -0.7% | nt | -4% | 4% | 1%
O=C(CSc1ccc(-c2ccco2)nn1)NCc1ccc(F)cc1 | 1% | i | -9% | 2% | ? | 3% | -23% | 10% | 4%
Cc1nc(Nc2ccccc2)sc1C(=O)c1ccc(F)cc1 | 17% | i | 29% | -24% | 7.5% | -14% | 1% | 49%[activator] | -10%
Cc1ccc2nc(-c3ccccc3)cc(C(=O)N3CCc4ccccc4C3)c2c1 | -29% | ? | ? | -68% | 3.9% | -21% | ? | -10% | 7%
O=C(/C=C\c1ccccc1)Nc1nccs1 | ? | i | 5% | -27% | 15% | 11% | -10% | 5% | 1%
Cc1ccc(-c2cc(C(=O)Nc3cc(C)ccc3C)[nH]n2)c(O)c1 | 16% | ? | -2% | 8% | 2.5% | 2% | -2% | -11% | -4%
CCCCNC(=O)c1sc(=S)n2c1[nH]c(=O)c1ccccc12 | ? | i | ? | -29% | -0.8% | ? | ? | -13% | -28%
CCc1cccc(C)c1NC(=O)c1cc(C)oc1C | nt | i | -1% | -10% | 0.1% | 4% | 4% | -2% | -4%

A portion of the library (hit frequency here may not be typical).
